CD11b adhes inh: blocks human CD11b/CD18 adhesion to fibrinogen | K562 CD11b/CD18 adhesion to fibrinogen, ATPlite luminescence; Mn2+ added to activate the integrin | inhibition, % at 10 µM | 93,000 tested, 0.54% active;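 active = primary inhibition of 50% or more at 10 µM, then 40% or more on retest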; note: some results filed as inactive read as strong as hits
ERa coact pot: ER-alpha (human) coactivator binding potentiation. P03372. TR-FRET ERalpha-LBD/SRC-Cy5 coactivator binding, 2 h; 100 = basal binding, no effect. coactivator binding (% of control), % at 25.6 µM. 86,000 tested, 1.3% active; in the data active = activity above about 200%;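 note: binding measured in presence of low estradiol as agonist stimulus; 0% = peptide alone without receptor and 100% = receptor with peptide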
E coli WT exp: E. coli BW25113 growth inhibition, expanded screen; OD600 absorbance; growth inhibition, % at 100 µM; 98,000 tested, 0.15% active; AID 710;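 active = growth inhibition above about 50% at one test dose, limit read from the data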;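 note: growth measured after 20 h incubation at 37 °C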
FAK inh: blocks human focal adhesion kinase activity; Q05397; biochemical FAK kinase activity assay; inhibition, %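 (tested at 7 µM)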; 97,000 tested, 0.84% active; in the data active = inhibition above about 19%;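 note: 0% = DMSO and 100% = reference compound high control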
ERa SRC1 inh: blocks coactivator binding to human estrogen receptor alpha | TR-FRET ER-alpha LBD / SRC-1 peptide, estradiol-bound | inhibition, % at 25.6 µM | 86,000 tested, 1.7% active; in the data active = inhibition above about 50%;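 note: 0% = receptor plus peptide control and 100% = peptide only without receptor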
MT1-MMP txn act: MT1-MMP promoter transcription activation. HT1080 MT1-MMP promoter luciferase reporter, luminescence, overnight; stronger effect = higher value. activation factor at 10 µM. 86,000 tested, 0.16% active;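 active = activation factor of at least 2 for MT1-MMP transcription at 10 µM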
ERb SRC1 inh: ER-beta (human) coactivator binding inhibition; Q92731; TR-FRET ER-beta LBD / SRC1-Cy5 peptide binding; receptor agonist-loaded with 1 µM estradiol; inhibition, % at 25.6 µM; 86,000 tested, 1.3% active;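 active = compounds whose percent inhibition of the receptor-coactivator binding signal exceeds about 50% in the single-dose screen, limit read from the data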;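 note: 0% = receptor plus peptide wells without compound and 100% = peptide-only wells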
Target sequence (Q92731 whole entry, looked up, the tested form may be a part): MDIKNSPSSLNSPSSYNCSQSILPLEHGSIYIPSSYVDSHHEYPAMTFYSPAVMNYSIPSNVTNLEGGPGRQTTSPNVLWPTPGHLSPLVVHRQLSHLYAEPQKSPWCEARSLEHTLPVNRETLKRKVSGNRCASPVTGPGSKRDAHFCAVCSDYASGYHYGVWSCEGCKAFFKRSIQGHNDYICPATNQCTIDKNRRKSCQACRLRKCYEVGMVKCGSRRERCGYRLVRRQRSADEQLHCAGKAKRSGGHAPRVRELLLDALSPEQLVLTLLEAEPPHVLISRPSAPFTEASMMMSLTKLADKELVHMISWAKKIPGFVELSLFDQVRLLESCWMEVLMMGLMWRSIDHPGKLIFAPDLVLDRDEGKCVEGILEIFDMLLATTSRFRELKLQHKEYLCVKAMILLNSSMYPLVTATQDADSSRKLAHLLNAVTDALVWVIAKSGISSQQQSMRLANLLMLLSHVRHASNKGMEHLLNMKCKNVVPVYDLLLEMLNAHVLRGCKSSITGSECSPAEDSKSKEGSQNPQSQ
Mac1 fbg enh: CD11b/CD18-fibrinogen binding enhancement; K562 CD11b/CD18 adhesion to fibrinogen, ATPlite luminescence; 93,000 tested, 0.07% active; activation, % at 10 µM; P05107+P11215;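 active = 10 µM primary screen giving 50% or more activity, confirmed by 40% or more on retest at that dose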; note: strong numbers were not always called active; reference of the scale not given here
PLAP activator: activators of human placental alkaline phosphatase; P05187; purified PLAP enzyme, luminescent substrate read-out; stronger effect = higher value; activation fold at 20 µM; 96,000 tested, 1.2% active; AID 696; in the data active = activation fold above about 2
Numbers without * were called inactive; nt = not tested or not shown; [ ] = dose if it differs, or a comment. This is a random part of the collection. Share with any hit: about 5.1%.

Molecule,CD11b adhes inh,ERa coact pot,E coli WT exp,FAK inh,ERa SRC1 inh,MT1-MMP txn act,ERb SRC1 inh,Mac1 fbg enh,PLAP activator
CCn1c(SC(=O)NC2CCCCC2)nnc1-c1cccs1,-5,nt,6,-2,nt,1.2,nt,-2,1
COc1ccc(CCNC(=O)c2nnn(CC(=O)Nc3ccccc3)c2N)cc1OC,nt,109,-9,-6,-2,1.1,1,nt,1
Cc1ccc(C(=O)Nc2ncc(Cc3ccccc3)s2)o1,-2,123[fluorescence artefact?],2,8,-6,1.4,-3,-6,0.9
O=C(CSc1nc(-c2ccco2)cc(C(F)(F)F)n1)NCC1CCCO1 (stereo unspecified),-5,127,-3,-2,-1,1.1,-11,0,1.3
O=C(NCCO)c1cc2ccccc2cc1O,13,92,-2,1,-23[fluorescence artefact?],1.1,-15[fluorescence artefact?],2,1
Cn1c(=O)c2c(ncn2CC(N)=O)n(C)c1=O,-1,124,-3,1,1,0.9,-1,-2,1.3
COc1ccc(C(=O)c2ccc(CC#N)s2)cc1,-4,nt,5,2,nt,nt,nt,2,0.8
COc1ccc(CNC(=O)C(c2ccncc2)N(C(=O)Cc2cccs2)c2ccc(C)cc2)cc1 (stereo unspecified),6,nt,-4,-7,nt,nt,nt,2,1.4
COc1ccc(NC(=O)Cn2nnc(C(=O)NCc3ccco3)c2N)c(OC)c1,-45,80,-4,-3,-8,1.1,-11,-1,0.9
O=C(NCC1c2ccccc2CCN1C(=O)CN1C(=O)c2ccccc2C1=O)C1CCCCC1 (stereo unspecified),-1,96,4,-3,2[fluorescence artefact?],1.2,2[fluorescence artefact?],-3,1
COc1nc(N)c(S(=O)(=O)c2ccccc2C)cc1C#N,-7,nt,4,3,nt,nt,nt,-4,0.7
O=C(c1ccco1)N1CCN(C(=O)C2CCCN(S(=O)(=O)Cc3ccccc3)C2)CC1 (stereo unspecified),0,nt,-3,4,nt,1,nt,0,1.8
CCC(C)[C@H](NC(=O)N1CCCC1)C(=O)OC (stereo partly specified),-1,99,4,1,-5,1.2,-10,-1,0.8
CC1(C)CC(=O)C(C=NCCc2ccc(O)cc2)=C(O)C1,4,104,2,-2,-4,1.1,-1,-6,1
Cc1cc(C)n(-c2nc(Nc3ccccc3)nc(-n3nc(C)cc3C)n2)n1,13,248*,-8,26*,63*[fluorescence artefact?],1.2,55*[fluorescence artefact?],8,1.1
CCCCCNc1nc2ccccc2nc1NS(=O)(=O)c1cccs1,15,90,-1,-5,0,1.1,-7,-1,1.4
O=C(CN1CCCCC1)Nc1cccc2c1OCO2,-11,96,-3,-1,-4,1.1,6,-2,1.4
Cc1ccc(C(=O)O)cc1NC(=O)C1CCCN1S(=O)(=O)c1cccc2nsnc12 (stereo unspecified),7,95[fluorescence artefact?],-17,-1,6,nt,6,-1,1.3
Cc1ccc2c(CC(=O)NCc3ccco3)coc2c1C,11,95[fluorescence artefact?],1,1,7,nt,2,-5,1.2
O=C(CSc1nnc(-c2ccco2)n1Cc1ccco1)Nc1ccccc1,-10,105,-5,0,-7,1.1,-12,0,0.8
CCOC(=O)N1CCN(C(=O)Nc2ccc(Cl)cc2)CC1,-7,100[fluorescence artefact?],-1,1,-22[fluorescence artefact?],1.1,-25,-5,0.8
COc1ccc(NC(=O)c2ccc(CNc3c(NC4CCCCC4)c(=O)c3=O)cc2)cc1OC,-3,64[fluorescence artefact?],4,2,31,nt,21,15,1.5
COCCN(CCOC)Cc1cc(=O)oc2cc3c(cc12)CCC3,10,112,3,-3,-11,1.1,-11,-2,1.6
COC(=O)c1[nH]c(C)c(/C(O)=C2\C(=O)C(=O)N(CCN3CCOCC3)C2c2ccccc2OC)c1C (stereo unspecified),-18,110,-5,-8,-5,1,7,-1,1.4
O=C(CCN1CCN(Cc2ccccc2)CC1)Nc1ccc(OCc2ccccc2)cc1,-46,102[fluorescence artefact?],0,-1,21,1.2,1,-1,1.5
COc1ccc(C)cc1NC(=O)CN1CCN(c2ccccc2F)CC1,0,95,-5,nt,-3,1,-7[fluorescence artefact?],9,1.4
O=C(CSCC(=O)c1ccccc1)Nc1ccccc1Cl,2,nt,18,-1,nt,nt,nt,-3,1
CCC1Oc2ccc(C)cc2N(CC(=O)NCCCN2CCN(Cc3ccccc3)CC2)C1=O (stereo unspecified),-20,137[fluorescence artefact?],-1,nt,-7,1.5,-6[fluorescence artefact?],8,1.7
Cn1c(=O)[nH]c(=O)c2c1nc(N1CCCCC1)n2CC(O)CN1CCCCC1 (stereo unspecified),-13,121,6,-11,5,1.1,8,-4,1.5
O=C1CC(SCCO)C(=O)N1c1ccccc1 (stereo unspecified),-50,100,4,-4,-7,1.1,-5,-4,1.2
Cc1cc(NCCO)nc(-n2nc(C)cc2C)n1,8,101[fluorescence artefact?],1,3,22,1.1,-1,0,1.1
CC(C)n1c(NCc2nc3ccccc3n2C)nc2ccccc21,-8,60,10,1,-2,1.4,-5,-3,1.9
COc1ccc(OC)c(CNCCNC(=O)c2ccco2)c1,3,nt,5,-1,nt,nt,nt,-1,0.9
CN1CCN(CC#CC2(O)CCCCC2)CC1,10,109,2,3,-9,1,-13,-3,1.2
Cc1ccc2nc(C)cc(N3CCOCC3)c2c1,-5,94,6,1,-7,nt,-5,-1,1
Cc1ccccc1N1CCN(S(=O)(=O)c2ccc3oc(=O)ccc3c2)CC1,nt,129,6,3,2,1.2,1,nt,0.9
Cc1nn(CCc2n[nH]c(=S)n2-c2cccc(Cl)c2)c(C)c1[N+](=O)[O-],-13,nt,3,0,nt,nt,nt,-4,2.2*
COc1ccc(C(=O)OC2CCN(c3ncc(C(F)(F)F)cc3Cl)CC2)cc1,-7,nt,0,-2,nt,nt,nt,1,1
COc1ccc(C(=O)c2ccc(N3CCOCC3)cc2)c(OC)c1,18,118,8,3,2,1.1,2,0,1
CC(C)C(c1nnnn1CCc1ccccc1)N1CCOCC1 (stereo unspecified),-15,110,8,-3,-17,1.1,-12[fluorescence artefact?],-4,1
Cc1cc(C(=O)Nc2cccnc2)on1,nt,85,-16,nt,6,1,14[fluorescence artefact?],nt,nt
O=C(N/C(=C\c1cccnc1)C(=O)N1CCOCC1)c1cccc(Br)c1,9,nt,2,-3,nt,nt,nt,0,1.1
CCCc1cc(=O)n2[nH]c(NCc3ccc(Cl)cc3Cl)nc2n1,-13,107,9,0,-8,1.2,-12,1,0.9
CCOC(=O)C1CCN(CC(O)COc2ccc(C(=O)CC)cc2)CC1 (stereo unspecified),0,111,4,-10,-5,1,7[fluorescence artefact?],7,1.2
Cc1ccc(-n2[nH]c(C)c(C=Nc3cc(C)ccn3)c2=O)cc1,-4,88[fluorescence artefact?],-7,-3,-7,1.2,-2,-2,1
CC(C)Oc1cccc(C(=O)Nc2ccc(CN3CCOCC3)cc2)c1,1,115,7,-1,-8,1.1,-7,0,1.4
Cc1csc(Sc2nc3c(c(=O)[nH]c(=O)n3C)n2CCCc2ccccc2)n1,-8,nt,-14,2,nt,1.1,nt,-7,0.9
COc1ccc(C)cc1NC(=O)c1ccc(NC(=O)CC2SC(N3CCCC3)=NC2=O)cc1 (stereo unspecified),3,99,-6,-5,0,1.2,-9,-3,1.1
O=C(c1ccco1)N1CCN(C(=O)N2c3ccccc3Sc3ccccc32)CC1,4,76,-7,-2,1,0.4,0,-1,1.5
O=C1NC(=S)N/C1=C/c1cc([N+](=O)[O-])ccc1O,-9,85[fluorescence artefact?],-2,-2,-5[fluorescence artefact?],1.3,-3,0,0.5

Continued.
Molecule,CD11b adhes inh,ERa coact pot,E coli WT exp,FAK inh,ERa SRC1 inh,MT1-MMP txn act,ERb SRC1 inh,Mac1 fbg enh,PLAP activator
COCc1cc(C)c(C#N)c(=S)[nH]1,nt,nt,-1,7,nt,1.1,nt,nt,1
COc1cc(C2C(C#N)=C(N)Oc3n[nH]c(-c4ccncc4)c32)cc(OC)c1OC (stereo unspecified),nt,115,8,3,-3,1,-17,nt,1
COc1ccccc1-c1nnc2sc(-c3cc4ccccc4o3)nn12,37,94[fluorescence artefact?],-3,0,-11[fluorescence artefact?],0.7,-6,-4,1.1
Cc1ccc(-c2nn(-c3ccccc3)cc2C2SCC(=O)N2Cc2ccccc2)o1 (stereo unspecified),11,101[fluorescence artefact?],-23,nt,-5[fluorescence artefact?],1.1,-9,2,1.4
CNC(=S)N1N=C(c2ccc(C)cc2)CC1c1ccc(Cl)cc1 (stereo unspecified),4,113,-15,0,-8,1.2,-9,-6,1.1
COc1cc(/C=N/NC(=O)c2sc(N)c(C#N)c2C)ccc1O,-9,nt,-4,3,nt,nt,nt,-7,1.1
CCOc1c(OC)ccc2c3c(c(=O)oc12)CCCC3,-2,118,-8,-2,-7,1,-10,1,1.4
O=C(NC1CC1)C1CCC(=O)N1C1CCCC1 (stereo unspecified),-15,111,-1,-3,-2,1.2,1,2,1.1
O=C1C2C3C=CC(C3)C2C(=O)N1c1n[nH]c(-c2cccnc2)n1 (stereo unspecified),-20,97,3,6,-1,1.1,-1,1,0.4
CCOC(=O)N1CCC(NC(=O)c2cccnc2SC)CC1,-2,nt,-8,nt,nt,1,nt,-4,1.2
CCOc1ccc(N(CC(=O)NCCCOC)S(C)(=O)=O)cc1,11,99,3,nt,29[fluorescence artefact?],1,16,-4,1
O=C(CSC1=NCCS1)Nc1nc2c(s1)CCCC2,nt,93[fluorescence artefact?],12,4,9,1.7,15[fluorescence artefact?],nt,1
COc1ccc(O)c(-c2cc(-c3cccs3)[nH]n2)c1,16,62,24,5,14,1.9,18,-3,1.9
CC(Nc1c([N+](=O)[O-])c(=O)oc2ccccc12)C(Cl)c1ccccc1 (stereo unspecified),-5,nt,0,1,nt,nt,nt,-3,0.9

Structures listed above that bear a hit mark in ERa SRC1 inh.
Structure	CD11b adhes inh	ERa coact pot	FAK inh	ERa SRC1 inh	MT1-MMP txn act	ERb SRC1 inh	Mac1 fbg enh	PLAP activator
Cc1cc(C)n(-c2nc(Nc3ccccc3)nc(-n3nc(C)cc3C)n2)n1	13	248*	26*	63*[fluorescence artefact?]	1.2	55*[fluorescence artefact?]	8	1.1
